Screens (PubChem)
ANO1 activ: TMEM16A chloride channel activators or potentiators, primary screen, cell-based, HTS; Anoctamin-1 (Mus musculus), Q8BHY3; HEK293 TMEM16A/YFP-H148Q/I152L, iodide quench fluorescence; hits give low values; B-score at 10 µM; 340,000 tested, 0.3% active;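 active means fluorescence-ratio B-score plate-corrected deviation score at least 3 library SD below zero, with starting fluorescence score within 5 deviations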;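 further: channel opened by trigger with iodide after compound preincubation; score built on the fluorescence ratio of max minus min over baseline; more negative score means more quench and so TMEM16A activation or potentiation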
TRPC4 inh: inhibitors of mouse TRPC4 channel, primary screen, Fluo4 calcium, HEK293 TRPC4beta/mu-opioid cells | Short transient receptor potential channel 4 (Mus musculus), Q9QUQ5 | DAMGO-evoked Fluo4 calcium flux; hits give low values | B-score at 10 µM | 300,000 tested, 0.39% active | AID 2247, 2010;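 active means B-score over 3 SD under the library average, no early fluorescence shift, positive overall ratio signal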
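material = TRPC4beta/mu-opioid receptor HEK293 cell line | probe or stimulus = sequential submaximal and maximal DAMGO stimulation | compound dosing = one concentration per compound | measured by = Fluo4 Ca2+ flux fluorescence | evaluation = integrated fluorescence ratio relative to baseline, converted to per-well B score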
TMEM16A inh: TMEM16A chloride channel inhibitors, primary screen, cell-based, HTS. Anoctamin-1 (Mus musculus), Q8BHY3. HEK293 TMEM16A/YFP iodide influx fluorescence, ionomycin. normalized B-score (activity score, 25-100; higher = stronger inhibition) at 10 µM. 310,000 tested, 1.2% active. AID 588511, 2011;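 active means ratio plate-corrected score three or more library SD toward inhibition, starting fluorescence score within five deviations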;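 further: score derived from kinetic fluorescence span divided by baseline fluorescence per well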
TRPC6 inhibitor: mouse TRPC6 channel inhibitors, primary screen, cell-based, HEK293, membrane potential dye; Short transient receptor potential channel 6 (Mus musculus), Q61143; ACh-evoked depolarization; hits give low values; B-score at 10 µM; 310,000 tested, 1.1% active; AID 2553, 2010;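 active means B-score under library mean minus 3 SD, initial fluorescence not abnormally high, positive integrated signal ratio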;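 further: B-score derived from integrated fluorescence ratio over the kinetic read; more negative B-score means stronger inhibition of depolarization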
Target sequence (Q61143 whole entry, looked up): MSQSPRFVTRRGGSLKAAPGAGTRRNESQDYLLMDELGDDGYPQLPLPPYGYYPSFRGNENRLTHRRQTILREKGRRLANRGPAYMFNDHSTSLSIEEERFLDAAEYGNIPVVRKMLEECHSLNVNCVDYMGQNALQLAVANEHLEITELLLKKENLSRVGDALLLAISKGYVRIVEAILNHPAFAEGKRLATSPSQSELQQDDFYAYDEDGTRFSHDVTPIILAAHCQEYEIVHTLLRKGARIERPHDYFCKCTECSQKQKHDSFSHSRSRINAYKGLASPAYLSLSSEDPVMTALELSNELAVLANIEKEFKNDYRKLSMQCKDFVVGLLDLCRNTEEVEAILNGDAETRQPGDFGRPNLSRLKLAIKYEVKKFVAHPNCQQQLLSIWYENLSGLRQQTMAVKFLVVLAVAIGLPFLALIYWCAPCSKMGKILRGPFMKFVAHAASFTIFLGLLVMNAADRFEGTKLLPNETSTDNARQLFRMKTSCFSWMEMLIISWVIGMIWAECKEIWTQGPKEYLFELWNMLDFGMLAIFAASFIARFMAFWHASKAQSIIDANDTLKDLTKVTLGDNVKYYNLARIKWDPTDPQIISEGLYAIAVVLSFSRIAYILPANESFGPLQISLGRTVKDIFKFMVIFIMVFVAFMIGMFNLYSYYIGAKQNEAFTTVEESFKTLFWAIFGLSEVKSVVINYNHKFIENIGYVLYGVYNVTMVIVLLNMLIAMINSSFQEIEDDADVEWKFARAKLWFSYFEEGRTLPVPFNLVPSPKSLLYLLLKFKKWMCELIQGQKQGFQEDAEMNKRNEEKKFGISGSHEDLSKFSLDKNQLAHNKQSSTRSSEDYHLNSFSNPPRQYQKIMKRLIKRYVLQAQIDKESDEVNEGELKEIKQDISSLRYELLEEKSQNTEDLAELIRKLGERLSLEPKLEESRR
MrgX1 ag: agonists of human MrgX1 receptor, primary screen, HEK293 cells, Fluo-4 calcium flux. Mas-related G-protein coupled receptor member X1 (Homo sapiens), Q96LB2. Fluo-4 calcium fluorescence, agonist mode; hits give high values. B-score at 10 µM. 310,000 tested, 0.44% active. AID 588627, 2011;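 active means calcium response B-score plate-corrected fluorescence ratio at least 3 library SD, with starting fluorescence B-score inside 5 SD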
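Test system: HEK293 cells stably expressing human MrgX1 receptor; amount: 15,000 cells per well; doses: compound delivered in addition one of three; times: overnight plating before 1 h dye loading; detection: Fluo-4 NW calcium-flux fluorescence, kinetic read; read-out basis: B-scored fluorescence response ratio; controls: positive and negative controls per plate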
TRPC6 act: mouse TRPC6 channel activators, primary screen, cell-based, HEK293, membrane potential dye. Short transient receptor potential channel 6 (Mus musculus), Q61143. HEK293-TRPC6 membrane potential dye fluorescence; hits give high values. B-score at 10 µM. 310,000 tested, 0.13% active;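 active means B-score of the integrated fluorescence ratio above library mean plus 3 SD, and starting fluorescence ratio within library mean plus 5 SD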;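 further: higher score means more depolarization so channel activation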
MrgX1 antagonist: antagonists of human MrgX1 receptor, primary screen, HEK293 cells, Fluo-4 calcium flux; B-score at 10 µM; BAM8-22 antagonism; hits give low values; AID 588676, 2011; 310,000 tested, 1.3% active; Mas-related G-protein coupled receptor member X1 (Homo sapiens), Q96LB2;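 active means calcium-response B-score plate-corrected more than 3 library SD below zero, starting fluorescence within 5 deviations, no agonist response on first addition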;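 further: peak minus trough fluorescence over baseline after final BAM8-22 challenge near maximal dose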
TRPC4 potent: positive allosteric modulators of TRPC4, primary screen, cell-based, mouse TRPC4beta, HEK293 mu-opioid, Fluo-4 calcium; Short transient receptor potential channel 4 (Mus musculus), Q9QUQ5; DAMGO EC20, Fluo-4 Ca2+ flux; hits give high values; B-score at 10 µM; 310,000 tested, 0.42% active;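 active means B-score of calcium response area above 5 SD of library B-scores, with initial fluorescence ratio within 5 SD of library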;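 further: B-score of integrated fluorescence ratio over time as area under calcium response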
MrgX1 PAM: positive allosteric modulators of MrgX1, primary screen, HEK293 cells, Fluo-4 calcium flux | Mas-related G-protein coupled receptor member X1 (Homo sapiens), Q96LB2 | FDSS; hits give high values | B-score at 10 µM | 310,000 tested, 0.63% active;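 active means plate-corrected calcium response at least 3 library SD above typical, normal starting fluorescence, not activating the receptor alone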;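 further: compound read alongside a low EC10 to EC30 dose of BAM8-22 agonist; peak minus trough fluorescence over baseline measured at the second addition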
SKKanGAS inh: S. pyogenes SKKanGAS growth inhibitors in kanamycin, primary screen, streptokinase expression inhibitor project, SKKanGAS strain, BacTiter-Glo luminescence. 6 h. inhibition, % at 7.5 µM. 300,000 tested, 1.3% active. AID 1662, 2009;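 active means mean replicate score, as percent of positive control median, at least 50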;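 further: strain carries kanamycin resistance gene driven by streptokinase promoter and grows in 40 µg/ml kanamycin; loss of luminescence reflects streptokinase promoter inhibition or plain growth inhibition; 0% = median of DMSO wells and 100% = positive control at its reference dose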
TRPC4 agonist: activators of mouse TRPC4 channel, primary screen, Fluo4 calcium, HEK293 TRPC4beta/mu-opioid cells | Short transient receptor potential channel 4 (Mus musculus), Q9QUQ5 | Fluo4 calcium fluorescence; hits give high values | B-score at 10 µM | 310,000 tested, 0.49% active | AID 2237, 2010;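 active means B-score above 5 SD of library B-scores, and initial fluorescence ratio not above library mean plus 5 SD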;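 further: positive B-score marks a calcium rise read as TRPC4 activation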
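System: HEK293 cells stably co-expressing mouse TRPC4beta and mu-opioid receptor; Schedule: Fluo4 dye loading 45 min at room temperature, 110 s recording; Detection: Fluo4 fluorescence, kinetic; Evaluation: B-scored integrated calcium fluorescence ratio; Controls: buffer (low) and maximal DAMGO (high).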
* hit, by the source's call.

What do the screens show for `Oc1ccccc1C=NCC(O)c1ccccc1` (stereo not given)?
ANO1 activ: inactive; TRPC4 inh: inactive; TMEM16A inh: inactive; TRPC6 inhibitor: inactive; MrgX1 ag: inactive; TRPC6 act: inactive; MrgX1 antagonist: inactive; TRPC4 potent: inactive; MrgX1 PAM: inactive; SKKanGAS inh: -1; TRPC4 agonist: inactive

How did Cc1oc(CSCCSCc2cc(C(=O)O)c(C)o2)cc1C(=O)O do in these assays?
ANO1 activ: inactive; TRPC4 inh: inactive; TMEM16A inh: inactive; TRPC6 inhibitor: inactive; MrgX1 ag: inactive; TRPC6 act: inactive; MrgX1 antagonist: inactive; TRPC4 potent: inactive; MrgX1 PAM: inactive; SKKanGAS inh: 1; TRPC4 agonist: inactive

Results for CCC(=O)N1CCN(c2ccccc2NC(=O)COc2ccccc2Cl)CC1 ?
ANO1 activ: inactive; TRPC4 inh: inactive; TMEM16A inh: inactive; TRPC6 inhibitor: inactive; MrgX1 ag: inactive; TRPC6 act: inactive; MrgX1 antagonist: inactive; TRPC4 potent: inactive; MrgX1 PAM: inactive; SKKanGAS inh: 6; TRPC4 agonist: inactive

Results for COc1cccc(-c2nc(CS(=O)(=O)CC(=O)NC3CCCc4ccccc43)c(C)o2)c1 (stereo not given) ?
ANO1 activ: inactive; TRPC4 inh: inactive; TMEM16A inh: inactive; TRPC6 inhibitor: inactive; MrgX1 ag: inactive; TRPC6 act: inactive; MrgX1 antagonist: inactive; TRPC4 potent: inactive; MrgX1 PAM: inactive; SKKanGAS inh: 3; TRPC4 agonist: inactive

Results for CC1CCN(C(=O)CSc2nnc3ccc(-c4cccnc4)nn23)CC1 ?
ANO1 activ: inactive; TRPC4 inh: inactive; TMEM16A inh: inactive; TRPC6 inhibitor: inactive; MrgX1 ag: inactive; TRPC6 act: inactive; MrgX1 antagonist: inactive; TRPC4 potent: inactive; MrgX1 PAM: inactive; SKKanGAS inh: 9; TRPC4 agonist: inactive

Results for COc1ccc(CC(=O)Nc2ccccc2C(=O)N2CCOCC2)cc1 ?
ANO1 activ: inactive; TRPC4 inh: inactive; TMEM16A inh: inactive; TRPC6 inhibitor: inactive; MrgX1 ag: inactive; TRPC6 act: inactive; MrgX1 antagonist: inactive; TRPC4 potent: inactive; MrgX1 PAM: inactive; SKKanGAS inh: 2; TRPC4 agonist: inactive

How did OCC1(Cc2cccc(C(F)(F)F)c2)CCN(Cc2cc(F)cc(F)c2)CC1 do in these assays?
ANO1 activ: inactive; TRPC4 inh: inactive; TMEM16A inh: inactive; TRPC6 inhibitor: inactive; MrgX1 ag: inactive; TRPC6 act: inactive; MrgX1 antagonist: inactive; TRPC4 potent: inactive; MrgX1 PAM: inactive; SKKanGAS inh: 1; TRPC4 agonist: inactive

How did CNC(=O)c1cc(S(=O)(=O)N2CC(C)OC(C)C2)ccc1N1CCCCC1 (stereo not given) do in these assays?
ANO1 activ: inactive; TRPC4 inh: inactive; TRPC6 inhibitor: inactive; TRPC6 act: inactive; TRPC4 potent: inactive; SKKanGAS inh: -4; TRPC4 agonist: inactive

Results for O=C(c1cnn2c(C(F)(F)F)cc(-c3ccccc3)nc12)N1CCCCC1c1cccnc1 (stereo not given) ?
ANO1 activ: inactive; TRPC4 inh: inactive; TMEM16A inh: inactive; TRPC6 inhibitor: inactive; MrgX1 ag: inactive; TRPC6 act: inactive; MrgX1 antagonist: inactive; TRPC4 potent: inactive; MrgX1 PAM: inactive; SKKanGAS inh: -1; TRPC4 agonist: inactive

How did CCCOc1ccc(C2/C(=C(/O)c3ccccc3)C(=O)C(=O)N2CCCN(C)C)cc1OC (stereo not given) do in these assays?
ANO1 activ: inactive; TMEM16A inh: inactive; MrgX1 ag: inactive; MrgX1 antagonist: inactive; MrgX1 PAM: inactive

Results for Cc1ccc(CN2CCN(Cc3ccon3)CC2CCO)cc1 (stereo not given) ?
ANO1 activ: inactive; TRPC4 inh: inactive; TMEM16A inh: inactive; TRPC6 inhibitor: inactive; MrgX1 ag: inactive; TRPC6 act: inactive; MrgX1 antagonist: inactive; TRPC4 potent: inactive; MrgX1 PAM: inactive; SKKanGAS inh: 6; TRPC4 agonist: inactive

Results for O=C(CN1C(=O)/C(=C\c2cccc(Br)c2)Oc2ccccc21)NCCCN1CCOCC1 ?
ANO1 activ: inactive; TRPC4 inh: inactive; TMEM16A inh: inactive; TRPC6 inhibitor: inactive; MrgX1 ag: inactive; TRPC6 act: inactive; MrgX1 antagonist: inactive; TRPC4 potent: inactive; MrgX1 PAM: inactive; SKKanGAS inh: -10; TRPC4 agonist: inactive

How did O=C(Nc1ccc2c(c1)oc1ccccc12)c1ccc2c(c1)OCO2 do in these assays?
ANO1 activ: inactive; TRPC4 inh: inactive; TMEM16A inh: inactive; TRPC6 inhibitor: inactive; MrgX1 ag: inactive; TRPC6 act: inactive; MrgX1 antagonist: inactive; TRPC4 potent: inactive; MrgX1 PAM: inactive; SKKanGAS inh: 7; TRPC4 agonist: inactive

What do the screens show for `CCOC(=O)N1CCC(NC(=O)c2ccc3c(c2)N(Cc2ccc(F)cc2)CCS3)CC1`?
ANO1 activ: inactive; TRPC4 inh: inactive; TMEM16A inh: inactive; TRPC6 inhibitor: inactive; MrgX1 ag: inactive; TRPC6 act: inactive; MrgX1 antagonist: inactive; TRPC4 potent: inactive; MrgX1 PAM: inactive; SKKanGAS inh: 6; TRPC4 agonist: inactive

How did C/C(=N\NC(=O)CSc1nc(C)cc(C)n1)c1ccc2c(c1)OCCO2 do in these assays?
ANO1 activ: inactive; TRPC4 inh: inactive; TMEM16A inh: inactive; TRPC6 inhibitor: inactive; MrgX1 ag: inactive; TRPC6 act: inactive; MrgX1 antagonist: inactive; TRPC4 potent: inactive; MrgX1 PAM: inactive; SKKanGAS inh: 1; TRPC4 agonist: inactive

Results for NS(=O)(=O)c1ccc2nc(NC(=O)c3ccc4ncsc4c3)sc2c1 ?
ANO1 activ: inactive; TRPC4 inh: inactive; TMEM16A inh: inactive; TRPC6 inhibitor: inactive; MrgX1 ag: inactive; TRPC6 act: inactive; MrgX1 antagonist: inactive; TRPC4 potent: inactive; MrgX1 PAM: inactive; SKKanGAS inh: 1; TRPC4 agonist: inactive

Results for COc1ccc(N2CCN(C(CNC(=O)C(=O)NCc3cccs3)c3ccco3)CC2)cc1 (stereo not given) ?
ANO1 activ: inactive; TRPC4 inh: inactive; TMEM16A inh: inactive; TRPC6 inhibitor: inactive; MrgX1 ag: inactive; TRPC6 act: inactive; MrgX1 antagonist: inactive; TRPC4 potent: inactive; MrgX1 PAM: inactive; SKKanGAS inh: -2; TRPC4 agonist: inactive

What do the screens show for `CCOc1ccc(S(=O)(=O)Nc2ccc(C(=O)NN)cc2)cc1`?
ANO1 activ: inactive; TRPC4 inh: inactive; TMEM16A inh: inactive; TRPC6 inhibitor: inactive; MrgX1 ag: inactive; TRPC6 act: inactive; MrgX1 antagonist: inactive; TRPC4 potent: inactive; MrgX1 PAM: inactive; SKKanGAS inh: 4; TRPC4 agonist: inactive

How did O=C(NCCOC(=O)c1cccs1)c1cccnc1 do in these assays?
ANO1 activ: inactive; TRPC4 inh: inactive; TMEM16A inh: inactive; TRPC6 inhibitor: inactive; MrgX1 ag: inactive; TRPC6 act: inactive; MrgX1 antagonist: -7.8*; TRPC4 potent: inactive; MrgX1 PAM: inactive; SKKanGAS inh: 0; TRPC4 agonist: inactive

How did C=CCn1c(SCc2ccc3c(c2)OCO3)nc2scc(-c3ccco3)c2c1=O do in these assays?
ANO1 activ: inactive; TRPC4 inh: inactive; TMEM16A inh: inactive; TRPC6 inhibitor: inactive; MrgX1 ag: inactive; TRPC6 act: inactive; MrgX1 antagonist: inactive; TRPC4 potent: inactive; MrgX1 PAM: inactive; SKKanGAS inh: -17; TRPC4 agonist: inactive

How did C/C=C/C=C/C(=O)N1CC[C@]23c4ccccc4N[C@H]4N(C)c5cccc6c5[C@]42CCN([C@H]6C2OC2(C)C)[C@H]13 (stereo not given in full) do in these assays?
ANO1 activ: inactive; TRPC4 inh: inactive; TMEM16A inh: inactive; TRPC6 inhibitor: -6.5*; MrgX1 ag: inactive; TRPC6 act: inactive; MrgX1 antagonist: inactive; TRPC4 potent: inactive; MrgX1 PAM: inactive; SKKanGAS inh: 2; TRPC4 agonist: inactive

What do the screens show for `Cc1ccc(CCNC(=O)Cn2cccc2)cc1`?
ANO1 activ: inactive; TRPC4 inh: inactive; TMEM16A inh: inactive; TRPC6 inhibitor: inactive; MrgX1 ag: inactive; TRPC6 act: inactive; MrgX1 antagonist: inactive; TRPC4 potent: inactive; MrgX1 PAM: inactive; SKKanGAS inh: 5; TRPC4 agonist: inactive

What do the screens show for `O=C(CSCc1ccccc1)NNc1c(F)c(F)cc(F)c1F`?
ANO1 activ: inactive; TRPC4 inh: inactive; TMEM16A inh: inactive; TRPC6 inhibitor: inactive; MrgX1 ag: inactive; TRPC6 act: inactive; MrgX1 antagonist: inactive; TRPC4 potent: inactive; MrgX1 PAM: inactive; SKKanGAS inh: -4; TRPC4 agonist: inactive

Results for CCOc1ccccc1NC(=O)CN1CCC(NC(=O)Nc2ccccc2)CC1 ?
ANO1 activ: inactive; TRPC4 inh: inactive; TMEM16A inh: inactive; TRPC6 inhibitor: inactive; MrgX1 ag: inactive; TRPC6 act: inactive; MrgX1 antagonist: inactive; TRPC4 potent: inactive; MrgX1 PAM: inactive; SKKanGAS inh: 8; TRPC4 agonist: inactive
